Pin1 inh: qHTS Assay to Find Inhibitors of Pin1 | Potency, µM (titrated, usually from 115 µM), for the others: at the top dose activity, negative = inhibition, actives largely listed as inhibitors | Pin1 FP peptide displacement, HiFluor488, 10 min | AID 504891, 2011 | 0.009% of 390,000 active; active = well fitted inhibition curve with a large enough effect in the polarisation, with a control signal flat, not every such curve was filed as active; inconclusive = small, poorly fitted or top-dose-only effect, or effect the other way, or a change in a side signal; inactive = no such curve, though single readings can be large or run the other way; the % refers to the polarisation; also: % is scaled to controls: 0 for no effect and ±100 for the full control effect
Target sequence (Q13526 whole entry, looked up): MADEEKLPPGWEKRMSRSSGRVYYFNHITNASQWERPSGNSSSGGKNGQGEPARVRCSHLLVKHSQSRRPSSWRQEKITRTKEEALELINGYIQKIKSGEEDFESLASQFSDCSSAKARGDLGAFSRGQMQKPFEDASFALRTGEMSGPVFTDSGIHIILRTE
HP1b binding inh: HTS for Inhibitors of HP1-beta Chromodomain Interactions with Methylated Histone Tails | Chromobox protein homolog 1 (Homo sapiens), P83916 | AlphaScreen HP1-beta / biotin-H3K9me3 peptide binding | Potency, µM (highest dose often 114 µM), without a hit: at the highest dose activity change, negative = inhibition, hits mostly inhibitors | 0.56% of 390,000 active | AID 540317, 2011; also: nearly all actives have a fitted effect of over 70% in size; inactives centre near 23
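AlphaScreen: HP1-beta (50 nM) preformed 30 min with biotin-H3(1-18)K9me3 peptide (50 nM) in PBS pH 7.4, 0.01% Tween-20. Compound added for 30 min at RT, then streptavidin donor/nickel chelate acceptor beads (10 ug/mL) for 30 min.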
rTrxR1 inhibitor: qHTS Assay for Inhibitors of Mammalian Selenoprotein Thioredoxin Reductase 1 (TrxR1): qHTS; Thioredoxin reductase 1, cytoplasmic (Rattus norvegicus), O89049; recombinant rTrxR1, NADPH fluorescence consumption, selenite substrate; Potency, µM (highest dose often 114 µM), without a hit: at the highest dose activity change, negative = inhibition, usual class: inhibitors; 1% of 390,000 active; AID 588453, 2011; also: % is scaled to controls: 0 for no effect and ±100 for the full control effect; nearly all actives have a fitted effect of over 65% in size
Target sequence (O89049 whole entry, looked up): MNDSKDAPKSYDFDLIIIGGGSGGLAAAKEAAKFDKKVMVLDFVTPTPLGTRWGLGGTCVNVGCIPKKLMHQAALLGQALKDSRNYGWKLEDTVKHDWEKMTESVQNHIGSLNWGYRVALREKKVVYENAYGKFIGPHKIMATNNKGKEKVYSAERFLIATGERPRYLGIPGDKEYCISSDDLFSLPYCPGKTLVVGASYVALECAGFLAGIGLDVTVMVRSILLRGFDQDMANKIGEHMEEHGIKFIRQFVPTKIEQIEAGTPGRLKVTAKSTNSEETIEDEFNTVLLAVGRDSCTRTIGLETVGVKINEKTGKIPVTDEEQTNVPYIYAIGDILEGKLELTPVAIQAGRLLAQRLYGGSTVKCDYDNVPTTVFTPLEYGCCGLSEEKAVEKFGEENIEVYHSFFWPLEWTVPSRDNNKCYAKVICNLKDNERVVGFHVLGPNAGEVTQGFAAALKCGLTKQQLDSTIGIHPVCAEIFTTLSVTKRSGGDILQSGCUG
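Rat TrxR1 (90 nM in the dispensed reagent) was pre-reduced with 400 uM NADPH for 5 min at room temperature, then incubated with compound for 15 min. After 400 uM selenite was added, NADPH fluorescence (Ex 340/Em 450 nm) was followed for 8 min.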
GLS inhibitor: qHTS for Inhibitors of Glutaminase (GLS). 0.21% of 410,000 active. Potency, µM (top dose mostly 45.5 µM), for the others: top-dose activity change, negative = inhibition, most hits filed as inhibitors. AID 624170, 2012. GLS enzymatic activity, qHTS titration; also: % is scaled to controls: 0 for no effect and ±100 for the full control effect
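hKGA in 45 mM KH2PO4 pH 8.2, 0.02% Tween-20 with pin-transferred compounds; 1 mM L-glutamine (stock) plus glutamate oxidase/HRP/Amplex Red coupling added. Fluorescence read initially and after 30 min at RT.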
RGS4 inh: Inhibitors of Regulator of G Protein Signaling (RGS) 4: qHTS. Regulator of G-protein signaling 4 (Homo sapiens), P49798. Potency, µM (highest dose often 114 µM), inactives show top-dose activity change, negative = inhibition, hits mostly inhibitors. Transcreener GDP fluorescence polarization, RGS4-accelerated GTP hydrolysis. 0.039% of 390,000 active. AID 504845, 2011; also: % is scaled to controls: 0 for no effect and ±100 for the full control effect; nearly all actives have a fitted effect of over 75% in size; some results filed as inactive show a strong effect at the top dose
Target sequence (P49798 whole entry, looked up): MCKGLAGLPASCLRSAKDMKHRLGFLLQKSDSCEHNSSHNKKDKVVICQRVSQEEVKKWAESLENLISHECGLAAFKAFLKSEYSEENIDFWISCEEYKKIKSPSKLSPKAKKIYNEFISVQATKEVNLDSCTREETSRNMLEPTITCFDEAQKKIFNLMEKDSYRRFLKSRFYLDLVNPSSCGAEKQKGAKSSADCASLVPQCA
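MLSMR compounds (23 nl, pin-transferred) preincubated 10 min at room temperature with a 500nM (2x) first reagent, then RGS4 at 900nM (2x) plus Transcreener GDP mix added; fluorescence polarization (620/688 nm) read before and after 90 min at 30 °C.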
ERG Ets-DNA blk: qHTS for Small Molecule Inhibitors of the ERG Ets/DNA interaction. fluorescence polarization, His-ERG Ets domain / labelled DNA. Potency, µM (top dose mostly 76.9 µM), for the others: top-dose FP activity, negative = inhibition, most hits filed as inhibitors. 0.028% of 370,000 active. AID 624246, 2012; active = well fitted inhibition curve with a large enough effect in the polarisation, with a control signal flat; inconclusive = small, poorly fitted or top-dose-only effect, or effect the other way, or a change in a side signal; inactive = no such curve, though single readings can be large or run the other way; the % refers to the polarisation;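 also: polarization taken with two DNA probes labelled with fluorescein and Texas red; % of control where 0% means no effect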
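His-tagged ERG Ets domain (1 uM in the protein solution; 300mM KCl, 50mM Tris-HCl, 1mM EDTA, 1mM DTT, pH 7.5) received compound, then a probe mix of 5 nM fluorescein-DNA and 100nM Texas-615-DNA. Fluorescence polarization was read for both dyes.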
Tb PGK inh: qHTS Assay to Find Inhibitors of Phosphoglycerate Kinase; Potency, µM (titrated, usually from 57.5 µM), for inactives: at the top dose activity change, negative = inhibition, most hits filed as inhibitors; AID 602233, 2012; PGK/GAPDH coupled, Kinase-Glo luminescence, 60 min; 0.043% of 380,000 active; also: % is scaled to controls: 0 for no effect and ±100 for the full control effect; nearly all actives have a fitted effect of over 60% in size
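Recombinant glycosomal PGK reaction used 1,3-bisphosphoglycerate generated in-well by GAPDH (100nM final) in 100mM TEA pH 7.6, 5mM MgCl2, 0.01% Tween-20. After 60 minutes at room temperature, ATP was read by Kinase-Glo Plus luminescence end-point.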
12-LOX inh: Primary qHTS assay for inhibitors of human arachidonate 12S-lipoxygenase (ALOX12): Round 2 | Polyunsaturated fatty acid lipoxygenase ALOX12 (Homo sapiens), P18054 | purified 12hLO, xylenol orange hydroperoxide absorbance | Potency, µM (titrated, usually from 108 µM), for inactives: top-dose activity change, negative = inhibition, actives largely listed as inhibitors | 1.1% of 580,000 active | AID 1671190, 2021; also: % is scaled to controls: 0 for no effect and ±100 for the full control effect
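Purified human 12hLO at 150 nM in 25 mM Hepes, 0.01% Triton X-100, pH 7.0, preincubated 15 min at room temperature with compound. Reaction started with 40 uM arachidonic acid, 30 min at room temperature. Hydroperoxide measured by Fe-xylenol orange, 573/405 nm absorbance ratio.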
JMJD2A Tudor: qHTS Assay for Inhibitors of JMJD2A-Tudor Domain; Lysine-specific demethylase 4A (Homo sapiens), O75164; 4.4% of 390,000 active; AlphaScreen JMJD2A-Tudor / H3K4me3 peptide binding; Potency, µM (series often up to 114 µM), without a hit: at the top dose activity change, negative = inhibition, most hits filed as inhibitors; also: % is scaled to controls: 0 for no effect and ±100 for the full control effect; nearly all actives have a fitted effect of over 50% in size
Starred values were filed as active, the others as inactive; i = inactive; ? = inconclusive; nt = not tested or not shown; & = joins results of further samples; [ ] = another dose, or the depositor's remark. Unless noted, calls follow the shape of the dose curve; as a rule, active = well fitted curve in the direction sought with a large enough effect; inconclusive = small, poorly fitted or top-dose-only effect, or another doubt; inactive = no such curve, though single readings can be large; an effect the other way counts as inactive or inconclusive. Potency is read from the fitted curve at half-maximal effect. An excerpt, so the mix of outcomes need not match the whole.

SMILES | Pin1 inh | HP1b binding inh | rTrxR1 inhibitor | GLS inhibitor | RGS4 inh | ERG Ets-DNA blk | Tb PGK inh | 12-LOX inh | JMJD2A Tudor
COc1ccc(N=N/C(C(C)=O)=C(/C)O)cc1 | 3% | -4% | 2% | 16% | 9% | -5% | -9% | ? | -30%
COc1ccc(S(=O)(=O)N2CCOC2CNC(=O)C(=O)NCc2ccccn2)cc1C (configuration not stated) | -9% | 18% | -14% | 0% | 10% | -3% | -5% | 7% | -10%
[O-]C1=N/[N+](=C/c2ccc(Cl)c(Cl)c2)CC1 | -2% | 17% | -26% | 20% | -11% | -2% | 1% | -46% | -20%
O=S(=O)(c1ccc(Cl)cc1)N1CCN(c2nc(-c3ccc(Cl)cc3)nc3ccccc23)CC1 | -2% | 35% | 19% | nt | 14% | nt | nt | nt | -6%
COc1cccc(-n2nc(C(=O)NCC3CCCO3)c3ccccc3c2=O)c1 (configuration not stated) | -5% | 33% | 8% | -11% | 8% | 12% | -4% | -4% | 1%
CN(Cc1ccccc1)C(=O)c1ccc(NC(=O)Cc2ccc(NC(=O)C3CCN(C(=O)C4CCCC4)CC3)cc2)cc1 | 4% | 28% | 12% | 4% | 5% | 1% | i | 0% | -16%
O=C(NCc1ccccc1Cl)C(=O)c1cn(CC(=O)N2CCOCC2)c2ccccc12 | 8% | 7% | 16% | 3% | 50% | -7% | -4% | -14%&3% | -23%
COc1ccc(-c2noc(CN(Cc3nccn3C)C(C)C)n2)cc1 | -5% | -22% | 18% | 11% | -7% | -8% | -2% | 3% | -29%
COC(=O)c1ccc(C(=O)OC)c(NC(=O)N2c3ccccc3Sc3ccccc32)c1 | ? | 4% | 22% | 12% | 8% | nt | nt | 8% | -11%
Cc1[nH]c2ccccc2c1CN1CCC(Cc2ccccc2)CC1 | -2% | ? | 10%[57.1 µM] | -2% | -14% | 9% | -3% | ? | 0.79µM*
CNC(=S)N(Cc1ccc2c(c1)OCO2)C1CC(=O)N(c2ccc(F)cc2)C1=O (configuration not stated) | -9% | -25% | 21%[57.1 µM] | -20% | -47% | 7% | i | ? | -7%
Cc1ccc(NS(=O)(=O)c2cc([N+](=O)[O-])ccc2NNC(=S)Nc2cccc(Cl)c2)c(C)c1 | 1% | ? | -36% | 48%[activator] | ? | -1% | -19% | nt | ?
CCCCN1C(=O)N(C)C2C1N(C)C(=O)N2CCCC (configuration not stated) | -10% | -5% | 9% | 1% | 2% | -16% | 2% | -20% | -28%
CCOC(=O)c1ccc(S(=O)(=O)N2CCC(C(=O)O)CC2)cc1 | -6% | 28% | 16% | -5% | -12% | -1% | i | -12% | -20%
CCOCc1nnc(NC(=O)c2cc(OC)c(OC)c(OC)c2)s1 | -10% | 15% | -18%[57.1 µM] | 1% | 15% | -5% | 12% | 14% | -19%
CC(=O)Nc1ccc(CN2CCN(CC=C(C)C)C(CCO)C2)cc1 (configuration not stated) | -4% | 48%[activator] | 0% | -2% | 5% | -6% | 8% | ? | 5%
CCC(C)NC(=O)c1cnn2c1NC(c1ccc3c(c1)OCO3)CC2C(F)(F)F (configuration not stated) | 2% | 34% | 11% | 21% | -13% | -8% | -2% | 0% | -5%
O=C(CCNc1cccc(F)c1)c1cc2ccccc2o1 | -7% | 37% | 7.9µM* | 19% | -15% | -9% | 2% | ? | -23%
CCC(=O)N1CCC2(CC1)Oc1ccc(F)cc1C(=O)C21CC(c2cccnc2)=NO1 (configuration not stated) | 18% | 56%[activator] | -25% | -2% | -34% | 22% | -6% | 1% | -6%
Cc1ccc(OCC(=O)NCCCNC(=O)c2ccco2)cc1 | 5% | 11% | 9% | -8% | 7% | -3% | -1% | -13% | -3%
Cc1noc(C)c1S(=O)(=O)Nc1ccc2c(c1)C(=O)N([C@H](C)CO)C[C@H](C)[C@@H](CN(C)C(=O)Nc1ccc(C(F)(F)F)cc1)O2 | 0% | 34% | -21% | 3% | -21% | -4% | 9% | -27% | -10%
CC(=O)Nc1ccc(C(=O)NCC(=O)OCc2ccccc2F)cc1 | 0% | 34% | 46%[activator] | -10% | 8% | -9% | i | 4% | -4%
CCOC(=O)c1c(NC(=O)C(Sc2ccccc2)c2ccccc2)sc(C(N)=O)c1C (configuration not stated) | 15% | 22% | 9% | -3% | -31% | -8% | -7% | -14% | -6%
Cc1nnc(SCC(=O)NC(=O)NCc2ccco2)n1Cc1ccccc1 | 11% | 10% | 4%[57.1 µM] | 7% | -4% | 6% | -7% | 0% | -32%
C=CCn1c(SCC(=O)N2CCOCC2)nc2sc(C)c(C)c2c1=O | -2% | -8% | -2%[57.1 µM] | -21% | 0% | 6% | -8% | -6% | -4%
SMILES | Pin1 inh | HP1b binding inh | rTrxR1 inhibitor | GLS inhibitor | RGS4 inh | ERG Ets-DNA blk | Tb PGK inh | 12-LOX inh | JMJD2A Tudor
CCc1ccccc1Nc1ncnc2c1cnn2-c1ccc(Cl)cc1 | -3% | -7% | 16%[57.1 µM] | -12% | -1% | 3% | i | ? | -15%
Cc1nc(N)nc(Nc2ccc(Cl)cc2)c1Br | 0% | 11% | 10%[57.1 µM] | 5% | 4% | -4% | -3% | -19% | -16%
COc1cc2c(cc1OC)C(=O)N(C)CC2 | -11% | 53%[activator] | 6% | -3% | -9% | -6% | -6% | 4% | -6%
O=C(Nc1c2c(nn1-c1ccc(Cl)cc1)CS(=O)(=O)C2)c1ccccc1 | -1% | 15% | 0% | 0% | 0% | 5% | -5% | -5% | -15%
Cc1ccc(Cl)cc1NC(=O)CSc1nc(C)c(C)c(C)c1C#N | -2% | 30% | 8% | 2% | 0% | 0% | 1% | -15% | 0%
OCC1(CCOc2ccccc2)CCN(Cc2ccc3cccc(F)c3n2)CC1 | -1% | 6% | 34%[activator][11.4 µM] | -30% | 8% | 20% | -10% | -6% | -15%
Cc1ccc(C(=O)NC(Cc2ccc(C(C)(C)C)cc2)C(=O)O)cc1 (configuration not stated) | -17% | 12% | 19% | 4% | -12% | 4% | 0% | 115% | -26%
CC(=O)c1ccc(N2CCN(CC(O)COC(c3ccccc3)c3ccccc3)CC2)cc1 (configuration not stated) | -5% | 22µM* | 19% | 25% | 4% | 3% | -8% | ? | 10µM*
CCCn1nnnc1NCc1ccc(OC)cc1 | 2% | 27% | 13% | -16% | -3% | 6% | -10% | 13% | -3%
O=C(c1cccc(F)c1)N1CCN(C2CCCCC2)CC1 | -5% | ? | 15% | 26% | 1% | nt | -10% | ? | 22µM*
CCCCN(C(=O)c1cc(=O)[nH]c2ccccc12)c1c(N)n(CCCC)c(=O)[nH]c1=O | -14% | 18% | -6% | 7% | -24% | 7% | 5% | -1% | -12%

Structures above that contain a Cl atom, in the order listed:
SMILES | Pin1 inh | HP1b binding inh | rTrxR1 inhibitor | GLS inhibitor | RGS4 inh | ERG Ets-DNA blk | Tb PGK inh | 12-LOX inh | JMJD2A Tudor
[O-]C1=N/[N+](=C/c2ccc(Cl)c(Cl)c2)CC1 | -2% | 17% | -26% | 20% | -11% | -2% | 1% | -46% | -20%
O=S(=O)(c1ccc(Cl)cc1)N1CCN(c2nc(-c3ccc(Cl)cc3)nc3ccccc23)CC1 | -2% | 35% | 19% | nt | 14% | nt | nt | nt | -6%
O=C(NCc1ccccc1Cl)C(=O)c1cn(CC(=O)N2CCOCC2)c2ccccc12 | 8% | 7% | 16% | 3% | 50% | -7% | -4% | -14%&3% | -23%
Cc1ccc(NS(=O)(=O)c2cc([N+](=O)[O-])ccc2NNC(=S)Nc2cccc(Cl)c2)c(C)c1 | 1% | ? | -36% | 48%[activator] | ? | -1% | -19% | nt | ?
CCc1ccccc1Nc1ncnc2c1cnn2-c1ccc(Cl)cc1 | -3% | -7% | 16%[57.1 µM] | -12% | -1% | 3% | i | ? | -15%
Cc1nc(N)nc(Nc2ccc(Cl)cc2)c1Br | 0% | 11% | 10%[57.1 µM] | 5% | 4% | -4% | -3% | -19% | -16%
O=C(Nc1c2c(nn1-c1ccc(Cl)cc1)CS(=O)(=O)C2)c1ccccc1 | -1% | 15% | 0% | 0% | 0% | 5% | -5% | -5% | -15%
Cc1ccc(Cl)cc1NC(=O)CSc1nc(C)c(C)c(C)c1C#N | -2% | 30% | 8% | 2% | 0% | 0% | 1% | -15% | 0%

Assay outcomes as filed in PubChem BioAssay.
